Glioma ERSR ind – qHTS for Inducers of the Endoplasmic Reticulum Stress Response (ERSR) in Human Glioma: qHTS | U87-MG GRP78 promoter luciferase reporter, 16 h | Potency, µM, for inactives: at the top dose activation, actives largely listed as activators | hit rate 0.02% among 420,000 | AID 602332, 2012; further: potency means the concentration at half of the fitted maximal effect; series mostly up to about 76 µM; % of control where 0% means no effect; nearly all actives have a fitted effect of over 35% in size
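ERSR induction read as luciferase luminescence (Bright-Glo, 10 min at room temperature) in stably transfected human U87-MG glioma cells exposed to compounds for 16 h, using GRP78 as sensor.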
D2 antagonist – HTS Assay for Allosteric Antagonists of the Human D2 Dopamine Receptor: Primary Screen for Antagonists | inhibition, % at 10 µM | HEK293 TREx D2 cells, calcium flux, dopamine EC80 | D(2) dopamine receptor (Homo sapiens), P14416 | hit rate 2% among 340,000; in the data active means inhibition above about 30%; further: 0% is about no effect
Target sequence (P14416 whole entry, looked up): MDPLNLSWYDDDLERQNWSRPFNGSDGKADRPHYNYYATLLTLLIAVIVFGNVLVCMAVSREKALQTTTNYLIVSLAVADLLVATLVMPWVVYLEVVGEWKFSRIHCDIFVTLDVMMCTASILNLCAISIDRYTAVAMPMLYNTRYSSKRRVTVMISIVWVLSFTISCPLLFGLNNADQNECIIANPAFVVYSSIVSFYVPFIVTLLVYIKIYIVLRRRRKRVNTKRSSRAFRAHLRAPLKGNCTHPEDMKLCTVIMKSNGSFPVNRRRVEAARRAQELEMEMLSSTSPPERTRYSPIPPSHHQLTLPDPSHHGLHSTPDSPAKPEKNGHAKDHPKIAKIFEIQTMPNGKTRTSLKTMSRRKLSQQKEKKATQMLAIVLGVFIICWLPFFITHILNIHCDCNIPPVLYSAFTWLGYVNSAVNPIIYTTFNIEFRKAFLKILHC
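Cells plated overnight at 30 C with tetracycline; no-wash calcium dye, 30–90 min RT; 10 s baseline; compound pinned; 180 s read; EC80 dopamine added; another 180 s read.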
D2 ag – HTS Assay for Allosteric Agonists of the Human D2 Dopamine Receptor: Primary Screen for Agonists. D(2) dopamine receptor (Homo sapiens), P14416. HEK293 T-REx D2 cells, calcium flux agonist mode. activation, % at 2 µM. hit rate 0.53% among 340,000;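 active means activation over 3 SD above normal in the single-dose calcium agonist read, cut at about 30% in these data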; further: 0% is about no effect
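Agonism scored from kinetic calcium signal (1 read/sec, 180 s) following compound pin transfer, after a 10 s baseline. Cells: HEK293 Trex line expressing inducible D2 receptor coupled to calcium, dye-loaded after overnight culture at 30 C.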
RGS4 inhibitor – Inhibitors of Regulator of G Protein Signaling (RGS) 4: qHTS; Regulator of G-protein signaling 4 (Homo sapiens), P49798; Transcreener GDP fluorescence polarization, RGS4-accelerated GTP hydrolysis; Potency, µM (doses to about 114 µM), inactives show at the top dose activity change, negative = inhibition, most hits filed as inhibitors; hit rate 0.039% among 390,000; further: potency means the concentration at half of the fitted maximal effect; on the % scale 0 is the no-effect control and ±100 the full control effect; nearly all actives have a fitted effect of over 75% in size; some results filed as inactive show a strong effect at the top dose
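MLSMR compounds (23 nl, pin-transferred) preincubated 10 min at room temperature with a 500nM (2x) first reagent, then RGS4 at 900nM (2x) plus Transcreener GDP mix added; fluorescence polarization (620/688 nm) read before and after 90 min at 30 °C.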
12-LOX inh – Primary qHTS assay for inhibitors of human arachidonate 12S-lipoxygenase (ALOX12): Round 2; Polyunsaturated fatty acid lipoxygenase ALOX12 (Homo sapiens), P18054; purified 12hLO, xylenol orange hydroperoxide absorbance; Potency, µM (highest dose often 108 µM), for the others: at the top dose activity change, negative = inhibition, usual class: inhibitors; hit rate 1.1% among 580,000; further: potency means the concentration at half of the fitted maximal effect; on the % scale 0 is the no-effect control and ±100 the full control effect
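Hydroperoxide product was detected by ferrous iron/xylenol orange as the 573 to 405 nm absorbance ratio. Arachidonic acid at 40 uM (final) was turned over for 30 min at room temperature by 150 nM human 12hLO, pH 7.0 Hepes buffer, after 15 min compound preincubation.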
Vif-A3F inh – qHTS for Inhibitors of Vif-A3F Interactions: qHTS | AID 602313, 2012 | HeLa A3F-eYFP + Vif (tagged APOBEC3F with the HIV-1 protein that degrades it), YFP fluorescence increase | Potency, µM (titrated, usually from 46.1 µM), inactives show top-dose activity, negative = active | hit rate 0.2% among 390,000; further: potency means the concentration at half of the fitted maximal effect; % of control where 0% means no effect; nearly all actives have a fitted effect of over 65% in size
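HeLa cells stably expressing Vif plus C-terminally eYFP-tagged A3F were seeded, incubated overnight at 37 deg C, dosed with compound, incubated overnight again at 37 deg C. Yellow fluorescence (Ex 488/Em 500-530) reported blocked Vif-mediated A3F-eYFP degradation.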
LDHA inh – qHTS assay for inhibitors of human lactate dehydrogenase; activity change, % (values are at about 110 or 230 µM); purified LDHA, NADH/diaphorase-resazurin fluorescence; hits give low values; L-lactate dehydrogenase A chain (Homo sapiens), P00338; hit rate 0.15% among 480,000; in the data active means activity change below about -30%; inconclusive means mostly about -25% to -30%;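 further: plate controls were DMSO wells for no effect and wells without enzyme for full effect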
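Enzyme activity of human lactate dehydrogenase 5 (2 nM; 0.06 mM NADH, 0.2 mM pyruvate, 5 min, RT) is measured via a resazurin/diaphorase fluorescence readout of residual NADH.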
ERG-DNA inh – qHTS for Small Molecule Inhibitors of the ERG Ets/DNA interaction; fluorescence polarization, His-ERG Ets domain / labelled DNA; Potency, µM (top dose mostly 76.9 µM), inactives show at the top dose FP activity, negative = inhibition, most hits filed as inhibitors; hit rate 0.028% among 370,000; AID 624246, 2012; active means well fitted inhibition curve with a large enough effect in the polarisation, with a control signal flat; inconclusive means small, poorly fitted or top-dose-only effect, or effect the other way, or a change in a side signal; inactive means no such curve, though single readings can be large or run the other way; the % refers to the polarisation;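 further: polarization taken with two DNA probes labelled with fluorescein and Texas red; potency means the concentration at half of the fitted maximal effect; % of control where 0% means no effect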
Target sequence (P11308 whole entry, looked up, the tested form may be a part): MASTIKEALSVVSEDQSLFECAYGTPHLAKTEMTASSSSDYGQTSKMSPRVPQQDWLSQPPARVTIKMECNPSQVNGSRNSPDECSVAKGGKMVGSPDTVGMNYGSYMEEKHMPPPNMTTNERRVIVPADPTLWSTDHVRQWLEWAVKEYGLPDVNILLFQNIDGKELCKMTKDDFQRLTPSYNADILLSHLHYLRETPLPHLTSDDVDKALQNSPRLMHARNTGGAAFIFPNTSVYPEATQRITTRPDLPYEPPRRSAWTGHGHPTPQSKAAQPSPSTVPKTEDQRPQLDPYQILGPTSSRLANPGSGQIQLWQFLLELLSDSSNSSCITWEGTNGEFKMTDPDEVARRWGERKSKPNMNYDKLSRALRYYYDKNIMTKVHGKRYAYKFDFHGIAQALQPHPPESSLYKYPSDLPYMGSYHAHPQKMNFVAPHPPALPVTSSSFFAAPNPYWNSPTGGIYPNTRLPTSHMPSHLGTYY
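His-tagged ERG Ets domain (1 uM in the protein solution; 300mM KCl, 50mM Tris-HCl, 1mM EDTA, 1mM DTT, pH 7.5) received compound, then a probe mix of 5 nM fluorescein-DNA and 100nM Texas-615-DNA. Fluorescence polarization was read for both dyes.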
Vif-APOBEC3G blk – qHTS for Inhibitors of Vif-A3G Interactions: qHTS. Potency, µM (series often up to 46.1 µM), without a hit: at the top dose activity, negative = active, hits mostly inhibitors. DNA dC->dU-editing enzyme APOBEC-3G (Homo sapiens), Q9HC16. hit rate 0.076% among 410,000. HeLa A3G-eYFP + Vif (tagged APOBEC3G with the HIV-1 protein that degrades it), YFP fluorescence, overnight. AID 602310, 2012;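 further: potency means the concentration at half of the fitted maximal effect; on the % scale 0 is the no-effect control and ±100 the full control effect; nearly all actives have a fitted effect of over 60% in size; hits raise eYFP signal because A3G escapes Vif-driven loss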
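Read-out is eYFP fluorescence (Ex 488/Em 500-530) from Vif-expressing HeLa A3G-eYFP cells; more signal means A3G escaped Vif-mediated degradation. Cells plated overnight, compound pinned in, incubated overnight at 37 deg C.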
* hit, by the source's call; ? = inconclusive; nt = not tested or not shown; [ ] = dose if it differs, or a comment. Unless noted, the call rests on the fitted dose curve; in most records, active means well fitted curve in the direction sought with a large enough effect; inconclusive means small, poorly fitted or top-dose-only effect, or another doubt; inactive means no such curve, though single readings can be large; an effect the other way counts as inactive or inconclusive.

SMILES | Glioma ERSR ind | D2 antagonist | D2 ag | RGS4 inhibitor | 12-LOX inh | Vif-A3F inh | LDHA inh | ERG-DNA inh | Vif-APOBEC3G blk
CCCNc1nc(C)cc(-c2cc(C(=O)Nc3ccccc3)on2)n1 | -1% | nt | nt | -6% | 7% | -1% | -9 | -11% | -5%
COc1ccc(N2CCN(c3nc(Cl)nc(N4CCOCC4)n3)CC2)cc1 | -3% | -10 | 0.5 | 26% | 16% | 7% | -3 | -3% | 1%
COc1ccccc1-c1nnc(C2CCN(C(=O)c3cccc(C)c3)CC2)o1 | -2% | nt | -1.0 | -5% | 4% | 2% | -11 | 0% | -3%
Cc1cc(=O)[nH]c(SCC(=O)Nc2ccc3c(c2)CCC3)c1C#N | -1% | 36* | 0.3 | -39% | -1% | -28% | -16 | 0% | 0%
CN(CC(=O)Nc1ccccc1Cl)CC(=O)Nc1ccccc1[N+](=O)[O-] | -2% | 24 | -1.4 | -24% | 0% | 1% | 0 | -10% | -1%
Cc1ccc(N2CC(NC(=O)CCCc3ccccc3)CC2=O)cc1 (centres undefined) | -1% | nt | -0.3 | 34% | -10% | 8% | -9 | -4% | 8%
CC(=O)c1ccc(NC(=O)c2ccc3c(=O)n4c(nc3c2)CCCCC4)cc1 | 1% | -4 | 0.4 | -31% | 1% | 5% | 0 | 5% | 0%
CCOC(=O)CCc1c(C)c2ccc(OCc3nn[nH]n3)cc2oc1=O | -7% | 12 | -0.2 | -19%[56.9 µM] | 10% | 4% | 0 | -12% | 0%
O=C(O)CCc1ccc(S(=O)(=O)NCCc2ccccc2)cc1 | -2% | -10 | 0.8 | 8% | -16% | -4% | -7 | -1% | 2%
O=C1/C(=C/c2cccnc2)CC/C1=C\c1cccnc1 | -1% | -10 | 0.6 | -31% | 6% | ? | -6 | -7% | 0%
COc1ccccc1CC(=O)Nc1ccccc1C(=O)O | -1% | -66 | 0.0 | -4% | -10% | ? | -1 | -1% | 0%
COc1ccc(S(=O)(=O)NC(CC(=O)N2CCc3ccccc32)c2ccco2)cc1 (centres undefined) | -3% | 17 | 0.2 | -7%[11.4 µM] | 0% | -5% | -3 | -8% | -11%
O=C(Nc1c2c(nn1-c1ccc(Cl)cc1)CS(=O)(=O)C2)c1ccc2c(c1)OCO2 | -2% | -16 | 0.5 | 6% | -29% | -7% | -1 | 6% | -1%
COc1cc(OC)c(N(C)S(=O)(=O)c2cccc(C(=O)OCC(=O)N(C)Cc3ccccc3)c2)cc1Cl | -6% | nt | nt | -7% | -23% | -3% | -12 | 4% | 1%
COc1ccccc1C(=O)CSc1ccccn1 | 1% | 10 | 0.4 | -7% | 4% | 1% | -3 | 23% | 0%
CC(=O)Nc1nc(Cn2nnc(-c3ccc4c(c3)OCO4)n2)nc(N(C)C)n1 | 0% | 8 | 0.8 | 5% | 9% | -13% | -3 | 84%[activator] | -4%
NCCCCCc1nnc(SCc2ccc(Cl)c(Cl)c2)o1 | 1% | 11 | -0.8 | -4% | 0% | 1% | 0 | 3% | 2%
O=C(NC1CCCC1)c1cc(-c2ccc(Cl)c(Cl)c2)on1 | 8% | 18 | -1.7 | 0% | 5% | -11% | -2 | -1% | 2%
O=C(COC(=O)c1cc([N+](=O)[O-])ccc1N1CCOCC1)Nc1cc(F)ccc1F | -6% | 1 | -1.0 | 17% | -12% | 1% | -3 | 9% | 3%
CCc1ccc(NC(=O)c2onc(C)c2Cl)cc1 | -4% | nt | nt | 8% | -3% | 1% | 4 | 11% | 0%
O=C(CNS(=O)(=O)c1cccc2nsnc12)NC1CCCCC1 | -3% | 16 | 0.0 | -32% | 0% | 0% | 0 | -1% | 0%
COCCCNC(=O)c1cc(C(=O)c2ccccc2Br)c[nH]1 | -1% | 7 | -0.2 | 10% | 15% | -24% | -9 | 7% | 0%
Cc1ccc(C(=O)NCCN2CCNC2=O)cc1 | 3% | -2 | -1.0 | -4% | 0% | 0% | -3 | 6% | 0%
CCOC(=O)CN1CC23C=CC(O2)C(C(=O)NCc2ccc(F)cc2)C3C1=O (centres undefined) | -6% | 2 | -0.4 | -10% | -7% | -2% | 0 | 1% | 0%
CC(Oc1ccc(Br)cc1)c1nc2c3ccccc3nc(=S)n2[nH]1 (centres undefined) | 9% | 12 | 0.5 | -47% | 3.5µM* | ? | 3 | 7% | 0%
(cont.)
SMILES | Glioma ERSR ind | D2 antagonist | D2 ag | RGS4 inhibitor | 12-LOX inh | Vif-A3F inh | LDHA inh | ERG-DNA inh | Vif-APOBEC3G blk
COc1ccc(CCNC(=O)CSc2nc(O)cc(=O)[nH]2)cc1OC | -1% | 7 | 0.0 | -12%[56.9 µM] | 0% | -7% | -5 | 3% | -2%
COc1ccc(CNC(=O)CN(C(=O)c2cc3sccc3n2C)C2CCCC2)cc1 | 0% | -47 | -0.2 | 22% | 7% | 7% | -4 | nt | -1%
COc1ccc(/C=C/c2c(-c3cccc(C)c3)oc3ccc(-c4ccc5c(c4)OCO5)cc23)cc1 | -2% | 2 | 0.4 | 32% | -2% | 8% | -2 | 6% | 1%
CC(C)Oc1cc(C(=O)NC2CCCCC2)c2ccccc2n1 | 2% | -3 | 0.3 | 23% | -5% | 1% | -15 | 5% | -1%
O=C(CN1CCN(C2CCCCC2)C(=O)C1=O)Nc1ccc(Cl)cc1 | -3% | nt | nt | -26% | -15% | -4% | 5 | 0% | -1%
O=S(=O)(c1ccc(-c2nc3ccccc3s2)cc1)N1CCCC1 | 1% | -7 | 0.7 | 2% | 2% | -8% | -5 | -3% | 3%
Fc1ccc(-c2csc3ncnc(N4CCN(c5ccccc5)CC4)c23)cc1 | -4% | 8 | -0.4 | -8% | -11% | -1% | 1 | 11% | 0%
Cn1cccc1CC(=O)N/N=C/c1ccc(C(C)(C)C)cc1 | -2% | 2 | -0.3 | -23% | 39%[activator] | 6% | 5 | 13% | 1%
Cc1cc(-c2n[nH]c(=S)o2)c(C)n1-c1ccccc1 | 4% | -14 | 0.8 | -32% | ? | -1% | -8 | 7% | 0%
C=CCNCCOc1cccc(Br)c1 | -6% | nt | nt | 6% | -7% | ? | -1 | -4% | 1%
O=C1CNC(=S)N1CCc1ccc(O)c(O)c1 | 14% | -7 | -0.4 | -10% | ? | -6% | 14 | 10% | -4%
Cc1ccc(S(=O)(=O)NC(=O)c2cc(C)n(-c3ccc(N(C)C)cc3)c2C)cc1 | 4% | 3 | -1.4 | ? | -18% | -2% | 6 | 9% | -1%
CCCN1C2CCCC1CC(NC(=O)c1ccc(Br)cc1)C2 (centres undefined) | -3% | -25 | 1.1 | -5% | -2% | -5% | -7 | -4% | 1%
Cc1cc2c(C)nc(N/N=C/c3ccccc3)nc2o1 | 2% | 3 | -0.5 | 17% | -5% | 0% | 0 | nt | -11%
CCOC(=O)CCP(=O)(O)C(O)c1ccccc1 (centres undefined) | -7% | 29 | 0.0 | -15% | -3% | -9% | 2 | 4% | -2%
Cc1ccc(CNC(=O)COC(=O)Cn2nc(C)c([N+](=O)[O-])c2C)cc1 | -5% | -1 | -1.2 | 0% | -13% | 3% | -1 | 0% | -5%
COc1ccc(-c2csc(NC(=O)C3CCN(c4ncnc5sc(C)c(C)c45)CC3)n2)cc1OC | -3% | -5 | 0.4 | 10% | -23% | 5% | -12 | 4% | 2%
COc1ccc(F)cc1-c1nc(N)nc(N)n1 | -3% | -6 | 0.4 | -7% | 1% | 4% | -6 | -14% | 3%
Cc1ccc(C(=S)N2CCN(Cc3ccccc3)CC2)cc1 | 0% | 65* | -1.6 | -78% | -1% | 0% | 2 | 7% | -12%
COc1ccc(C2CCCN2C(=S)Nc2cccc(Cl)c2C)cc1OC (centres undefined) | 1% | -6 | 0.2 | -7% | 62%[activator] | -1% | 0 | -8% | 1%
O=C(Nc1ccn(CCCNCCc2ccccn2)c(=O)n1)OCc1ccccc1 | -1% | nt | nt | nt | 18% | 0% | -15 | nt | 1%
CSc1ccc(CN(C)C(=O)C(Cc2ccccc2)NC(=O)c2ccccc2)cc1 (centres undefined) | -7% | -1 | 0.7 | 1% | 0% | 3% | 1 | 3% | -3%
CCCNC(=O)CC(NS(=O)(=O)c1ccc(NC(C)=O)cc1)C(C)C (centres undefined) | -4% | -2 | 0.4 | 4% | 3% | 1% | -8 | -1% | 4%
Cc1cccc(NC(=O)c2nc[nH]c2C(=O)Nc2cccc(C)c2)c1 | -3% | 9 | -0.1 | -6% | 12% | -15% | -5 | -22% | -13%

Screening results deposited in PubChem by National Center for Advancing Translational Sciences (NCATS).

Some of the compounds tested (hit frequency here may not be typical).
